# ASAP1 inh: ASAP1 ArfGAP inhibition | inhibition, % at 16.5 µM | ASAP1-stimulated ARF1 GTP hydrolysis, GDP FP detection | AID 624377 | 0.19% of 360,000 active; in the data active = inhibition above about 25%;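 note: 0% = vehicle with enzyme and substrate and 100% = no enzyme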
# KLK7 zymogen act: activates the human kallikrein-7 zymogen. P49862. purified proKLK7, EDANS-DABCYL substrate fluorescence; 100% is mature enzyme control, 0% vehicle. activation, % at 7 µM. 0.9% of 370,000 active. AID 652039;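 active = activation above the mean of all tested compounds plus 3 SD, computed per campaign excluding outliers beyond control limits, cut at about 13% in these data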
# ADAM10 inh: inhibitors of human ADAM10 | O14672 | recombinant ADAM10, EDANS/DABCYL FRET peptide cleavage, 3 h | inhibition, % at 7 µM | 0.62% of 370,000 active | AID 720582;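 active = inhibition above a per-campaign cutoff equal to the mean of compounds falling between control-based bounds plus 3 SD, cut at about 20% in these data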;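 note: 0% = DMSO wells while the 100% control is not disclosed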
# DDE Tn7 FP inh: disrupts Tn7 cyclic peptide binding to fibrin D-Dimer-E complex | P02675 | FP displacement of FITC-Tn7 peptide from fibrin DD(E); 0% = median of compound wells per plate | inhibition, % at 8.3 µM | 0.13% of 370,000 active;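 active = inhibition above the mean of compounds falling within the control limits plus 3 SD of them, cut at about 14% in these data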;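 note: 0% = plate median of compound wells and 100% = 10 µM Aha-Tn7 peptide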
# Target sequence (P02675 whole entry, looked up): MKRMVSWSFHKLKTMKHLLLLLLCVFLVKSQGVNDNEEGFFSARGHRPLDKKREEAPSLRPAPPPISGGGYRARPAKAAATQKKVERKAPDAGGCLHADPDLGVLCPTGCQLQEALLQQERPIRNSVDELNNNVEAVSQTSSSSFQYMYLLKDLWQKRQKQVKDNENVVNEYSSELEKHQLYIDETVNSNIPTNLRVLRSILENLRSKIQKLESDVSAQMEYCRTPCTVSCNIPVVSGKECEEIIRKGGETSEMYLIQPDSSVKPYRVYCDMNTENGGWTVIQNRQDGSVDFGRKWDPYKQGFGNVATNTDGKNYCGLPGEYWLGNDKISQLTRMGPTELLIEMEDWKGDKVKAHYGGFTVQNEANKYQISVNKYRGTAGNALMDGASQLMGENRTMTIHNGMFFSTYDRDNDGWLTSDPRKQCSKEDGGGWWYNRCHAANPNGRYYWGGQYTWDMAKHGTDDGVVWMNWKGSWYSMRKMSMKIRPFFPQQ
#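 Also added: labelled Tn7 tracer, 0.1 µM; Assay system: human fibrin DD(E) protein; Amount: 2 µM fibrin DD(E); Schedule: 10 min compound pre-incubation, 3 h probe incubation at room temperature; Repeats: one replicate per compound; Read-out basis: percent inhibition; Measured by: fluorescence polarization of the labelled Tn7 tracer.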
# DDE Tn6 FP inh: disrupts Tn6 cyclic peptide binding to fibrin D-Dimer-E complex | P02675 | Fibrin DD(E) TRITC-Tn6 fluorescence polarization displacement | inhibition, % at 8.3 µM | 0.21% of 370,000 active | AID 720509;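 active = inhibition above a per-campaign cutoff: mean of compounds within control limits plus 3 SD, cut at about 15% in these data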;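 note: 0% = median of all compound wells on the plate and 100% = blocking peptide control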
# LEDGF integ inh: blocks HIV-1 LEDGF/p75-dependent DNA integration; TR-FRET IN-LEDGF/p75 DNA integration, Eu/Cy5; inhibition, % at 3.7 µM; 0.64% of 370,000 active; AID 743269;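 active = inhibition above the screen-wide mean plus 3 SD, cut at about 13% in these data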;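 note: signal is the Cy5 over europium emission ratio at 671 and 618 nm; 0% = plate median of compound wells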
# ARFGAP1 inhibitor: inhibits rat ARF GTPase activating protein 1; Q62848; Arfgap1-stimulated ARF1 GTP hydrolysis, GDP FP detection; inhibition, % at 16.5 µM; 0.26% of 360,000 active;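 active = inhibition above a per-plate limit, mean inhibition of low control wells plus 3 SD, cut at about 25% in these data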;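 note: 0% = DMSO wells with enzyme and 100% = wells lacking Arfgap1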
# Target sequence (Q62848 1-136 limits assumed): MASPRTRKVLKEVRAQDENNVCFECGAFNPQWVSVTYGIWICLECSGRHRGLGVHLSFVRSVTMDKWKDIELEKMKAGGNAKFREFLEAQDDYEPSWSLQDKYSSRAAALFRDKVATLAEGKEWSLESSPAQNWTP
#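 Material: rat Arfgap1 catalytic domain, aa 1-136; also added: human ARF1(Δ1-17)-GTP substrate; compound dosing: one concentration, 16.5 µM, DMSO 1.26%; incubation: GTP hydrolysis reaction 2 h at 25 °C; measured by: Tracer-displacement fluorescence polarization with EDTA stop, 620/688 nm; evaluation: % inhibition from polarization; repeats: one replicate per compound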
# TDP2 inh: blocks human TDP2 phosphodiesterase activity; O95551; recombinant TDP2, T5PNP hydrolysis, p-nitrophenol absorbance 415 nm; inhibition, % at 12.8 µM; 0.34% of 370,000 active;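 active = inhibition above the mean of all tested compounds plus 3 SD, set per campaign, cut at about 25% in these data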;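 note: 0% = DMSO with enzyme and 100% = buffer with substrate but no TDP2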
# Target sequence (O95551 whole entry, looked up): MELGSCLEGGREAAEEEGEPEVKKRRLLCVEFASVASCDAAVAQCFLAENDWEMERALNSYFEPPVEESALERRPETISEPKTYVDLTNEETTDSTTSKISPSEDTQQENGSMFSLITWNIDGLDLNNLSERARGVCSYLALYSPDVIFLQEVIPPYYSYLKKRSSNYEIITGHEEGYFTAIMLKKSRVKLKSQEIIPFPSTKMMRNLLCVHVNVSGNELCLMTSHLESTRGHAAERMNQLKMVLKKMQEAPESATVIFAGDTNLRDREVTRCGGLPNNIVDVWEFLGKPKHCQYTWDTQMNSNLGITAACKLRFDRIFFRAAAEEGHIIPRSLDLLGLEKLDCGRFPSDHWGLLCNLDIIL
#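 Test system: human TDP2 enzyme; Input: 120 nM TDP2 per well; Buffer or medium: Mg2+-containing Tris-HCl buffer, pH 7.5; Reagent: 5 mM T5PNP; Dosing: 12.8 µM single point, 1% DMSO; Incubation: reaction 2 h, 37 °C; Detection: p-Nitrophenol epi absorbance; Read-out: % inhibition relative to enzyme-containing and enzyme-free wells; Replicates: single well per compound.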
# PLC-gamma1 inh: PLC-gamma1 (human) inhibition, primary screen | P19174 | purified PLC-gamma1, fluorogenic substrate, fluorescence | inhibition, % at 12.2 µM | 0.84% of 370,000 active | AID 720700; in the data active = inhibition above about 9.5%
# ADAM17 inh: inhibitors of human ADAM17; P78536; 0.83% of 370,000 active; recombinant ADAM17, EDANS/DABCYL FRET peptide cleavage; AID 720648; inhibition, % at 6.95 µM;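 active = inhibition above the mean of compounds lying between control limits plus 3 SD, set per campaign, cut at about 8.5% in these data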;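 note: 0% = DMSO-only wells as the low control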
# * marks the source's active call; other numbers are inactive results; i = inactive.
# Results follow in this order: ASAP1 inh	KLK7 zymogen act	ADAM10 inh	DDE Tn7 FP inh	DDE Tn6 FP inh	LEDGF integ inh	ARFGAP1 inhibitor	TDP2 inh	PLC-gamma1 inh	ADAM17 inh
- CCn1ncc(CN2CCC(Oc3cc(C(=O)NC4CC4)ccc3OC)CC2)c1C
  5	0.0	2	2	-5	2	2	13	1	0
- CC(C)NC(=O)c1ccccc1NC(=O)C1CCCO1 (stereo unspecified)
  -13	0.3	-7	0	3	0	-1	5	0	-6
- Cc1nc(C)c(-c2csc(Nc3ccc(N)cc3)n2)s1
  -1	0.4	-4	2	1	-1	8	7	-4	-2
- O=C(CCC1CCCC1)Nc1nnc(-c2ccc3c(c2)OCO3)s1
  -5	0.0	-20	-2	2	-4	-5	-6	0	-4
- COc1ccc(C(=O)C(OC(=O)CNC(=O)c2ccco2)c2ccccc2)cc1 (stereo unspecified)
  2	0.8	-5	-5	7	0	-1	-3	1	-1
- Cc1noc(C)c1S(=O)(=O)N(C)C[C@H]1Oc2c(NC(=O)Nc3ccc(C(F)(F)F)cc3)cccc2C(=O)N([C@H](C)CO)C[C@@H]1C
  9	-0.6	1	-1	1	-3	11	-2	2	1
- COc1ccc(C(=O)N2CCc3cc4c(cc3C2C)OCCCO4)cc1 (stereo unspecified)
  -1	0.3	-27	2	5	-2	3	10	-9	-3
- CCn1c(SCc2cccc(C)c2)nnc1-c1ccccc1
  -12	0.4	1	3	-9	-4	5	-11	0	-4
- O=S(=O)(NCCc1cccs1)c1ccc(Br)cc1
  1	-0.2	3	8	9	-1	-10	2	0	0
- COc1ccc(N(CC(=O)N2CCCCC2)S(=O)(=O)c2c(C)nn(C)c2C)cc1
  5	0.7	-8	6	-3	-3	9	2	2	-3
- Cc1ccc(C(=O)NCCNS(=O)(=O)c2ccccc2)cc1
  4	0.6	-1	-3	6	0	-1	-4	0	-9
- O=c1[nH]c(=O)n(C2CCCCCC2)c(O)c1C=NCc1ccc(F)cc1
  -9	0.7	1	-4	-10	-1	15	-16	2	1
- CC(=O)c1ccc(S(=O)(=O)N2CCNCC2)cc1
  -8	0.4	5	-6	2	9	-9	-25	5	-1
- O=C(CCNC(=O)N1CC(=O)Nc2ccccc21)NCc1cccc(Cl)c1
  2	-0.2	-2	2	2	-2	-5	0	0	-2
- COc1ccc(Cl)cc1C(=O)Nc1nc2ccccc2[nH]1
  -11	27*	-281	10	9	1	6	0	-132	-133

# Part of the list above in order of molar mass, falling:
# Results follow in this order: ASAP1 inh	KLK7 zymogen act	ADAM10 inh	DDE Tn7 FP inh	DDE Tn6 FP inh	LEDGF integ inh	ARFGAP1 inhibitor	TDP2 inh	PLC-gamma1 inh	ADAM17 inh
- O=C(CCNC(=O)N1CC(=O)Nc2ccccc21)NCc1cccc(Cl)c1
  2	-0.2	-2	2	2	-2	-5	0	0	-2
- O=c1[nH]c(=O)n(C2CCCCCC2)c(O)c1C=NCc1ccc(F)cc1
  -9	0.7	1	-4	-10	-1	15	-16	2	1
- CCn1c(SCc2cccc(C)c2)nnc1-c1ccccc1
  -12	0.4	1	3	-9	-4	5	-11	0	-4

# Continuation:
# Results follow in this order: ASAP1 inh	KLK7 zymogen act	ADAM10 inh	DDE Tn7 FP inh	DDE Tn6 FP inh	LEDGF integ inh	ARFGAP1 inhibitor	TDP2 inh	PLC-gamma1 inh	ADAM17 inh
- CO/N=C/c1ccc(N2CCN(C(=O)c3cccc(C(F)(F)F)c3)CC2)c([N+](=O)[O-])c1
  -4	0.2	6	-1	4	0	-3	-4	3	6
- COc1cccc2sc(Nc3nc4ccc(NC(C)=O)cc4s3)nc12
  -1	-71	i	-3	-15	-13	3	3	-357	-201
- Cc1cccc(C(O)c2ncc(-c3ccccc3F)[nH]2)c1C (stereo unspecified)
  3	0.4	-3	-2	-2	-3	-8	-6	3	-4
- CSc1ccc(OC2(C)CCN(Cc3cc4ccccc4o3)C2)cc1 (stereo unspecified)
  -9	0.1	-18	5	4	1	-6	-6	3	-4
- CS(=O)(=O)N(CC(=O)N1CCCC1)c1ccc(Cl)c(Cl)c1
  5	-0.1	4	0	-5	2	11	-1	1	-1
- O=C(CCN1C(=O)C2CCCCC2C1=O)Nc1nc2c(F)cc(F)cc2s1 (stereo unspecified)
  0	0.7	-6	-9	-9	-2	-10	-5	-2	-3
- O=C(CNC(=O)c1ccc(Br)o1)NNC(=O)c1ccccc1O
  -6	-4.0	-129	4	4	-4	-14	5	-30	-39
- CN[C@H]1C[C@@H](c2ccccc2Br)N(C(C)=O)C[C@H]1CO
  0	0.4	-7	-3	4	8	3	-11	2	-2
- S=C(NC12CC3CC(CC(C3)C1)C2)N1CCOCC1
  13	-0.4	0	0	-2	0	8	8	1	-3
- Clc1cccc(-c2sc(Nc3ccccc3)n[n+]2-c2ccccc2)c1Cl
  -17	0.6	2	5	3	-2	-5	1	4	-2
- CCOC(=O)C1CCN(Cc2coc3ccc(Cl)cc3c2=O)CC1
  13	1.0	-7	3	3	2	5	11	1	-5
- COc1ccc(N(CC(=O)NCc2ccc(C)cc2)S(=O)(=O)c2ccccc2[N+](=O)[O-])c(OC)c1
  10	-0.5	10	0	1	2	3	8	0	3
- C=CCN(CC=C)S(=O)(=O)c1ccc(C(=O)Nc2sc3c(c2C(N)=O)CCCCC3)cc1
  -9	5.6	2	-7	-5	1	-3	-2	-5	0
- CC1=NN(c2ccc(C(=O)O)cc2)C(=O)/C1=C\c1ccc(OC(=O)c2cccs2)cc1
  -8	-0.2	14	8	-2	3	7	24	0	4
- COc1cccc(C(=O)O/N=C(\N)c2ccncc2)c1OC
  -3	0.0	4	5	5	0	3	-4	-2	-1

# Full records, quoted from the list:
# COc1ccc(N(CC(=O)NCc2ccc(C)cc2)S(=O)(=O)c2ccccc2[N+](=O)[O-])c(OC)c1 reads ASAP1 inh = 10; KLK7 zymogen act = -0.5; ADAM10 inh = 10; DDE Tn7 FP inh = 0; DDE Tn6 FP inh = 1; LEDGF integ inh = 2; ARFGAP1 inhibitor = 3; TDP2 inh = 8; PLC-gamma1 inh = 0; ADAM17 inh = 3
# C=CCN(CC=C)S(=O)(=O)c1ccc(C(=O)Nc2sc3c(c2C(N)=O)CCCCC3)cc1 reads ASAP1 inh = -9; KLK7 zymogen act = 5.6; ADAM10 inh = 2; DDE Tn7 FP inh = -7; DDE Tn6 FP inh = -5; LEDGF integ inh = 1; ARFGAP1 inhibitor = -3; TDP2 inh = -2; PLC-gamma1 inh = -5; ADAM17 inh = 0

# Later entries
# Codes – A = ASAP1 inh; B = KLK7 zymogen act; C = ADAM10 inh; D = DDE Tn7 FP inh; E = DDE Tn6 FP inh; F = LEDGF integ inh; G = ARFGAP1 inhibitor; H = TDP2 inh; I = PLC-gamma1 inh; J = ADAM17 inh
> CSCC[C@H](NC(=O)Cc1c(C)c2c(cc(C)c3c(C)coc32)oc1=O)C(=O)O
  A = -4	B = 12	C = i	D = 2	E = -1	F = 2	G = -3	H = 4	I = i	J = -275
> Cc1cc(=O)oc2cc(NC(=O)C(C)Oc3cccc(Cl)c3)ccc12 (stereo unspecified)
  A = 1	B = -1.1	C = -78	D = 3	E = -1	F = 1	G = 6	H = 6	I = -39	J = -25
> COc1cc(CNCc2ccco2)cc(OC)c1O
  A = 2	B = -0.3	C = 0	D = -3	E = 1	F = 5	G = -3	H = -6	I = 4	J = -2
> Cc1ccc2nc3c(cc(C(=O)NC4CCCC4)c(=N)n3C3CCCCC3)c(=O)n2c1
  A = 10	B = -3.8	C = i	D = -8	E = 1	F = 1	G = 6	H = -12	I = -308	J = i
> COc1ccccc1Oc1ccc(NC(=O)c2ccccc2)cc1
  A = -4	B = 0.0	C = 0	D = 4	E = 5	F = -4	G = 2	H = -10	I = 0	J = 1
> COc1ccc(Cl)cc1NC(=O)CN(C)C(=O)Cn1cnc2c1c(=O)n(C)c(=O)n2C
  A = -2	B = -0.1	C = 0	D = -3	E = 2	F = 2	G = -4	H = 4	I = -3	J = -2
> Cc1cc(C(=O)Nc2sc3c(c2C#N)CCCC3)no1
  A = 5	B = 0.8	C = -1	D = -6	E = -1	F = -5	G = 6	H = 8	I = -3	J = -2
> Cc1cccc(C)c1NC(=O)Nc1ccc2c(c1)OCO2
  A = -6	B = -0.7	C = -7	D = 3	E = 3	F = -6	G = 3	H = -4	I = -2	J = -3
> Cc1cc2c(n1-c1ccc(Br)cc1)CC(C)(C)CC2=O
  A = -6	B = 0.4	C = 5	D = 6	E = -2	F = 6	G = 1	H = 2	I = -3	J = 2
> O=C(C(=NNc1ccccc1)c1ccccc1)c1ccccc1
  A = -12	B = 1.1	C = 12	D = -3	E = 4	F = 3	G = -1	H = -11	I = -1	J = 4
> FC(F)(F)c1nc2nc(Cl)c(Cl)nc2[nH]1
  A = 11	B = -0.2	C = -140	D = -1	E = -3	F = 1	G = -3	H = -12	I = -14	J = -36
> CCOC(=O)C1(Cc2ccccc2)CCN(Cc2cn(CC(=O)OC)c3ccccc23)CC1
  A = 17	B = -0.3	C = -6	D = 7	E = -1	F = 0	G = -1	H = 0	I = -2	J = -4
> COc1ccc([C@H]2N[C@]3(CCCN(Cc4ccco4)C3=O)[C@H]3C(=O)N(Cc4ccccc4)C(=O)[C@@H]23)cc1
  A = -11	B = -0.7	C = 1	D = 0	E = 3	F = 2	G = -5	H = -9	I = 4	J = 0
> Cc1scc(C(=O)N/N=C/c2ccsc2)c1C
  A = 8	B = 0.6	C = -4	D = -3	E = -3	F = 2	G = 3	H = 6	I = -2	J = 0
> O=C(C1CCCN(c2ncnc3c2nc2n3CCCCC2)C1)N1CCN(c2ccc(F)cc2)CC1 (stereo unspecified)
  A = 6	B = 0.5	C = 6	D = -2	E = -8	F = 0	G = 1	H = -6	I = 4	J = 1
> COc1ccc(OC)c(-c2csc(NC(=O)COC(=O)C3(C)CC3(Cl)Cl)n2)c1 (stereo unspecified)
  A = -13	B = 0.9	C = 39*	D = -7	E = 1	F = 3	G = 21	H = -24	I = 16*	J = 18*
> CCOC(=O)c1c(C)n(-c2ccc(C)cc2)c2ccc(OCC(O)CN3CCN(C)CC3)cc12 (stereo unspecified)
  A = -10	B = -0.1	C = -7	D = -5	E = -4	F = -3	G = 3	H = -2	I = 1	J = 0
> C[C@H]1CN([C@@H](C)CO)S(=O)(=O)c2ccc(Br)cc2O[C@@H]1CN(C)Cc1cccc(F)c1
  A = 8	B = 0.8	C = 9	D = -3	E = 0	F = 2	G = -3	H = -1	I = 1	J = 4
